Compound activity (PubChem)
IDE cell activ = human IDE activators in live cells, primary screen, fluorescence polarization, HEK cells, FAbeta-B substrate; Insulin-degrading enzyme (Homo sapiens), P14735; FAbeta-B cleavage; 0% vehicle, 100% cell-free pure enzyme wells; activation, % at 5.96 µM; 340,000 tested, 0.073% active;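 active means activation above the mean of all tested compounds plus 3 SD, set per screening campaign, cut at about 17% in these data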
M4 PAM = human M4 muscarinic receptor positive allosteric modulators, primary screen, CHO-K1 cells, Fluo-8 calcium fluorescence | 360,000 tested, 0.4% active | AID 624126, 2012 | CHO-K1 hM4/Gqi5, ACh EC20; 0% = ACh EC20, 100% = maximal ACh | activation, % at 3 µM | Muscarinic acetylcholine receptor M4 (Homo sapiens), P08173;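 active means activation above its plate's cutoff, the mean activation of sample wells plus 3 SD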; further: some results filed as inactive read as strong as hits
PHOSPHO1 block = PubChem AID 1565. 290,000 tested, 1.1% active. inhibition, % at 13.3 µM. recombinant PHOSPHO1, absorbance phosphatase assay. Phosphoethanolamine/phosphocholine phosphatase (Homo sapiens), Q8TCT1; in the data active means inhibition above about 60%
IDE cell inh = human IDE inhibitors in live cells, primary screen, fluorescence polarization, HEK cells, FAbetaB substrate. Insulin-degrading enzyme (Homo sapiens), P14735. FAbetaB cleavage. inhibition, % at 5.59 µM. 320,000 tested, 0.41% active. AID 434962, 2010;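 active means percent inhibition above the average of all tested compounds plus 3 SD, set per screening campaign, cut at about 16% in these data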;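 further: IDE supplied by intact live HEK cells; FP after avidin binding of uncleaved biotin substrate so inhibition keeps polarization high; 0% = DMSO wells and 100% = 60 µM reference IDE inhibitor Ii1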
MEKK3 PB1 HTS = modulators of MEKK3-MEK5 PB1 binding, primary screen, biochemical, wildtype MEKK3, multiplex bead flow cytometry, Alexa488-MEK5; bead-based flow cytometry, Alexa488-MEK5 binding to MEKK3; actives lie on both sides; 0 = blocked by unlabeled MEK5, 100 = vehicle; binding response (% of control), % at 10 µM; 290,000 tested, 1.4% active; AID 1529, 2009;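 active means binding response more than 3 SD above or below the average of its plate-row segment, actives on both sides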;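 further: Alexa488 bead fluorescence after subtracting the streptavidin-only scavenger bead signal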
CRFBP-R2 block = antagonists of CRF-BP/CRF-R2 complex, primary screen, cell-based, HEK293, calcium dye fluorescence, uHTS; CRF-induced calcium fluorescence; inhibition, % at 11.8 µM; 350,000 tested, 0.59% active; AID 588475, 2011;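 active means inhibition of the ligand-induced calcium signal above about 50% at the single tested concentration, limit read from the data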
CRFR2-BP ag = agonists of CRF-BP/CRF-R2 complex, primary screen, cell-based, HEK293, calcium dye fluorescence, uHTS. AID 588473, 2011. 350,000 tested, 0.46% active. calcium dye fluorescence (FLIPR); percent of saturating CRF peptide response. CRF-binding protein / CRF receptor 2 complex (human). activation, % at 13.2 µM;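 active means activation of at least 50%, plus an integration ratio under a set limit after plate pattern correction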;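 further: plate controls were neutral control wells without compound for no effect and CRF at EC100 for full effect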
p-CIP stab down = p/CIP-EGFP fusion destabilizers, primary screen, fluorescence, F442A cells | Q05BA5 | 16 h | decrease of EGFP signal, % at 10 µM | 290,000 tested, 0.01% active;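 active means EGFP signal decrease of at least 30% at 10 µM or well 3 SD below plate mean, unless failing retest; inactive means the rest, including hits failing retest or dose response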; further: some compounds called inactive have numbers as strong as hits; many of its hits are not listed in these tables
Target sequence (Q05BA5 1-1403): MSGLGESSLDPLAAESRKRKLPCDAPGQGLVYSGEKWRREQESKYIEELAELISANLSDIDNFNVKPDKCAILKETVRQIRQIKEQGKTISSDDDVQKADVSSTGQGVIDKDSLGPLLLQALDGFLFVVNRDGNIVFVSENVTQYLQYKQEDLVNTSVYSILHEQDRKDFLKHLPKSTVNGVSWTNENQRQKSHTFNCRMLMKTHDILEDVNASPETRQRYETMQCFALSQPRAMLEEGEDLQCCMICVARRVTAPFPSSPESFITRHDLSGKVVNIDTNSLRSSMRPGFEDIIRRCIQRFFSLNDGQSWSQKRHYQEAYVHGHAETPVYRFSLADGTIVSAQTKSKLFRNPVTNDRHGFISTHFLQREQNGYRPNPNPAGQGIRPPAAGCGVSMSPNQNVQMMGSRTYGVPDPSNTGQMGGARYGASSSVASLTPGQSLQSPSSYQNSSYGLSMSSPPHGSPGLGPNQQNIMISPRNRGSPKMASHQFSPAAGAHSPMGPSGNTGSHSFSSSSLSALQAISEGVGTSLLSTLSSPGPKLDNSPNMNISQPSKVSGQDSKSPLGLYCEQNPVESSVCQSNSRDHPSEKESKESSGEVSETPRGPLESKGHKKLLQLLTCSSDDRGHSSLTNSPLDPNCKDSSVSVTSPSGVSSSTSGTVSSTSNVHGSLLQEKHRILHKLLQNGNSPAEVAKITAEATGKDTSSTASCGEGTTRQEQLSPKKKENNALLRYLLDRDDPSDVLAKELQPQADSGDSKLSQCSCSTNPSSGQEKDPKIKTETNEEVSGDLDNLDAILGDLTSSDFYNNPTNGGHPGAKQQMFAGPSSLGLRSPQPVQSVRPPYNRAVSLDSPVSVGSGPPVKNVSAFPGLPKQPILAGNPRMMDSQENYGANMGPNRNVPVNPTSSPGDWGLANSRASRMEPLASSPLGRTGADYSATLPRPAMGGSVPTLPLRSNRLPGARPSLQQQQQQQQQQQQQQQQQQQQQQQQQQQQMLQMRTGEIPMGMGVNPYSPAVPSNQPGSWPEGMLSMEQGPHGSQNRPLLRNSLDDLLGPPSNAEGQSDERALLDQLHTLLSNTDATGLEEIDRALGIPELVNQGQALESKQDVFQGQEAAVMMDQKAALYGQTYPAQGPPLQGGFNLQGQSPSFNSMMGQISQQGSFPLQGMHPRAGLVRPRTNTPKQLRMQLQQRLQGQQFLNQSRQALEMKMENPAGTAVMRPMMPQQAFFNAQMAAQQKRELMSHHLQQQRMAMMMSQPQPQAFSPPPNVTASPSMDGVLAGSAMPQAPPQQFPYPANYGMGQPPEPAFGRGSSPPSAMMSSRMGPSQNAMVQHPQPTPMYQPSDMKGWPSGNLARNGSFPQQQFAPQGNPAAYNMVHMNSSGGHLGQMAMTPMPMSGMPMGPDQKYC
GalR3 antagonist = GalR3 antagonists in HEK293 cells, primary screen, cell-based, fluorescence readout | Galanin receptor type 3 (Homo sapiens), O60755 | HEK293 GalR3-CNG cAMP membrane potential fluorescence; galR3 body fused to GalR1 C-terminus | inhibition, % at 3 µM | 360,000 tested, 0.44% active;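 active means inhibition above the screen-wide average plus 3 SD, cut at about 13% in these data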;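 further: forskolin and galanin both at EC90 stimulate the cells; cAMP rise reported by CNG channel membrane potential dye signal; 0% = forskolin plus galanin with DMSO and 100% = forskolin alone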
* marks the source's active call; other numbers are inactive results; . = no result given; & = joins results of further samples. The list is partial; rates above refer to the full screens.

item	Molecule	IDE cell activ	IDE cell inh	CRFR2-BP ag	MEKK3 PB1 HTS	CRFBP-R2 block	p-CIP stab down	M4 PAM	GalR3 antagonist	PHOSPHO1 block
1	O=c1[nH]c(=S)n(CCC2=CCCCC2)c(O)c1C=NCc1cccnc1	-1	4	.	102	.	-9	-1	-3	1
2	Cc1ccc(C)c(OCC(=O)N2CCCN(C)CC2)c1	2	-1	0.5	86	15	12	2	-1	12
3	CS(=O)(=O)c1ccc(C2=C(CNC(=O)c3ccncc3)[C@H]3CC[C@@H](C2)N3CCOc2ccccc2)cc1	.	.	-1.4	.	1	.	-7	-5	.
4	CCOP(=O)(Nc1ccc2c(c1)C(=NNC(N)=S)c1ccccc1-2)OCC	-7	.	-5.3	.	-12	.	-2	-5	.
5	COc1ccc2c(c1OC)CN1CCc3cc4c(cc3[C@H]1C2)OCO4	3	-5	1.1	.	-5	.	5	.	.
6	O=S(=O)(c1ccccc1)N1CC1c1ccccc1 (stereo not given)	4	2	-11	101	15	-13	7	-3	1
7	Cc1nnc2ccc(-c3cccc(C(F)(F)F)c3)nn12	-1	2	-0.8	104	6	.	-5	.	.
8	COC(=O)C1=C(c2cc3ccccc3o2)C[C@@H]2CC[C@H]1N2C(=O)NCc1ccc(C(F)(F)F)cc1	2	-3	4.0	106	-7	.	-5	-5	.
9	c1ccc(OCC2CO2)cc1 (stereo not given)	0	0	-1.7	.	-6	.	3	1	.
10	Cc1cc(C)c(NC2=NCCCS2)c(C)c1	3	1	2.5	105	-7	3	3	-1	-13
11	COc1ccc(CN(CCc2c[nH]c3ccccc23)Cc2ccc(OC)cc2)cc1	2	.	0.9	.	63*	.	-9	-6	.
12	Cc1ccccc1C(=O)N1Cc2ccccc2-n2nncc2C1	.	.	-2.7	.	14	.	3	-1	.
13	CN1CCN(C(=O)O[C@H]2c3nccnc3C(=O)N2c2ccc(Cl)cn2)CC1	0	5	1.1	100	-8	8	3	-13	43
14	COc1ccccc1OCC#CCN1CCOCC1	-1	2	2.1	104	-6	-3	2	-3	56
15	CC1CN=C(NCc2ccc(F)cc2)S1 (stereo not given)	3	3	-1.0	96	2	16	1	-2	30
16	Oc1ccc(/C=N/NP(=S)(c2ccccc2)c2ccccc2)cc1O	1	0	-3.1	.	-17	2	-5	-3	-4

The last two compounds of the part above are carried over, then new ones follow.
item	Molecule	IDE cell activ	IDE cell inh	CRFR2-BP ag	MEKK3 PB1 HTS	CRFBP-R2 block	p-CIP stab down	M4 PAM	GalR3 antagonist	PHOSPHO1 block
15	CC1CN=C(NCc2ccc(F)cc2)S1 (stereo not given)	3	3	-1.0	96	2	16	1	-2	30
16	Oc1ccc(/C=N/NP(=S)(c2ccccc2)c2ccccc2)cc1O	1	0	-3.1	.	-17	2	-5	-3	-4
17	COc1ccc(C2C([N+](=O)[O-])=C(N)Oc3c2c(=O)oc2ccccc32)cc1 (stereo not given)	.	-1	.	100	.	3	.	.	1
18	COC(=O)C1=C(c2cccc(OCc3ccccc3)c2)C[C@@H]2CC[C@H]1N2C(=O)NCCOc1ccccc1	3	2	5.0	.	-2	.	5	-1	.
19	COc1ccccc1-n1c(/C=C/c2ccc(O)cc2)nc2ccccc2c1=O	-81	90*	7.7	97	-4	-32	5	-2	14
20	Cc1ccc2[nH]c3c(c2c1)CN(C(=O)CN1C[C@H]2C[C@@H](C1)c1cccc(=O)n1C2)CC3	1	9	11	97	8	-5	2	0	29
21	Cc1cc(C(=O)CS(=O)(=O)c2ccc(F)cc2)cc(C)c1OC(=O)N(C)C	6	0	0.4	101	9	-19	4	-2	12
22	Cc1ccc(N=Cc2c(O)n(C)c(=O)n(C)c2=O)cc1	2	12	-0.5	103	-2	-6	-2	-4	14
23	COc1cccc(O)c1CN1CCCC(C(=O)c2sccc2C)C1 (stereo not given)	5	6	-0.4	100	-4	-8	-11	-5	39
24	Cc1ccc(N)cc1C	3	.	-1.6	.	19	.	2	-2	.

The last 2 records of the part above open the next one.
item	Molecule	IDE cell activ	IDE cell inh	CRFR2-BP ag	MEKK3 PB1 HTS	CRFBP-R2 block	p-CIP stab down	M4 PAM	GalR3 antagonist	PHOSPHO1 block
23	COc1cccc(O)c1CN1CCCC(C(=O)c2sccc2C)C1 (stereo not given)	5	6	-0.4	100	-4	-8	-11	-5	39
24	Cc1ccc(N)cc1C	3	.	-1.6	.	19	.	2	-2	.
25	CCN(CC)c1ccc([N+](=O)[O-])c2cccnc12	2	0	0.1	104	6	2	8	-5	32
26	O=[N+]([O-])c1ccc2c(c1)Cc1cc(O)ccc1-2	0	.	-1.6	.	17	.	2	-5	.
27	c1cc2c(cc1CN1CCNCC1)OCO2	2	4	-1.9	109	3	-11	-5	.	.
28	COc1ccc2[nH]c(C)c(CCNCc3cc(OC)c4c(c3)OCO4)c2c1	6	4	3.9	.	-10	.	16	-7	.
29	O=C1/C(=C\c2ccc3c(c2)OCO3)N2CCC1CC2	0	-2	0.7	97	-16	0	-4	.	18
30	COc1cc(C2c3cc(O)c(OC)cc3CC3C(=O)OCC32)ccc1O (stereo not given)	1	.	-0.3	.	4	.	4	1	.
31	Cc1ccc(/C=C2\C(=O)NC(=O)N(Cc3ccccc3Cl)C2=O)o1	1	6	0.1	61	-40	-18	-5	-3	2
32	COC(=O)C(O)(c1ccc(NC(=O)NC2CCCCC2)cc1)C(F)(F)F (stereo not given)	-3	-2	-1.2	105	-42	-7	-3	-7	-3
33	CC1(C)C(C(=O)NN2C(=O)c3ccccc3C2=O)C1(C)C	5	3	1.4	104	-13	2	-5	-4	-9
34	C=CCn1c(O)c(C(CC)=Nc2ccc(NC(C)=O)cc2)c(=O)[nH]c1=O	4	2	0.2	101	10	-3	12	-5	-6
35	CCSP1(=S)N=C(N2CCOCC2)C(C#N)=C2CCCN21 (stereo not given)	6	-3	-0.6	104	22	-5	1	-5	1
36	CCCC(=O)NC1=C(N2CC2)C(=O)C(NC(=O)CCC)=C(N2CC2)C1=O	-5	.	-1.6	.	4	.	15	-5	.
37	Cc1ccc(C(=O)C2(C)N(O)C(C)C(c3cccs3)=[N+]2[O-])cc1 (stereo not given)	4	2	-0.5	104	-5	-1	4	2	7
38	CCn1c(O)c(C=Nc2ccc(S(N)(=O)=O)cc2)c(=O)n(CC)c1=S	-4	5	-1.7	113	2	-5	7	-2	-14
39	O=C1CN(C(=O)CN2CCCCC2)C(c2ccccc2)c2cc(Br)ccc2N1 (stereo not given)	3	6	1.6	108	-46	1	-6	-6	10
40	OCC[n+]1c2ccccc2nc2ccc(N3CCOCC3)cc21	.	1	-0.6	79	-1	-6	-4	7	6
41	Cc1cc([N+](=O)[O-])c2ccccc2[n+]1[O-]	7	3	-0.1	99	6	-12	3	.	32
42	CC(C)(C)C(=O)O[C@H]1CC[C@@]2(C)C(=CC(=O)C3C2CC[C@]2(C)C(=O)CCC32)C1 (stereo not given in full)	3	7	-2.8	.	-3	.	4	-7	.
43	Cc1cc(N(CCCl)CCCl)ccc1C=NNC(=O)Cc1cc(=O)oc2cc(O)ccc12	2	.	1.4	.	-5	.	15	-4	.
44	O=c1c2ccccc2nc(-c2ccccc2)n1-c1ccccn1	3	-3	-0.9	101	-1	-10	10	-5	32
45	O=C1NC(=S)NC(=O)C1=Cc1ccc2c(c1)CCN2CCCCl	.	1	-2.6	98	3	-8	-1	.	-25
46	Oc1ccc2c3c1O[C@H]1[C@@H](O)CC[C@@]4(O)[C@@H](C2)N(CC2CCC2)CC[C@]314	6&7	5&-2	-0.9&-1.2	.	23&10	.	-3&-4	-3	.
47	COc1ccc(Br)cc1CN1CCN(CCO)CC1	2	2	0.8	104	8	-2	8	-11	-22
48	C[C@]12CC[C@H](O)C[C@@H]1CC[C@H]1[C@H]3CCC(=O)[C@@]3(C)CC[C@@H]12	.	.	0.4	.	-6	.	-5	-4	.
49	Cc1nn(Cc2ccccc2)c(C)c1C=C1C(=O)NC(=S)NC1=O	0	3	-0.9	105	6	-1	-2	-3	-3
50	C=CCN1C(=O)/C(=C/c2cc(C)n(-c3ccccn3)c2C)C(=O)NC1=S	-2	5	0.8	94	16	3	-4	8	0
51	Cc1cccc2c1=NC(=O)/C(=C/c1c(O)[nH]c(=O)[nH]c1=O)C=2	4	1	-0.3	147*	-7	4	14	-2	-8
52	COc1ccc(CN2C(=O)CC(=O)NC2=O)cc1	1	11	2.1	101	-11	-8	12	-1	-4
53	c1cc2c(c(NC3=NCCCS3)c1)CCCC2	.	.	41	.	-21	.	-7	-7	.
54	O=P(c1ccccc1)(c1nc2ccccc2s1)N1CCOCC1 (stereo not given)	1	0	1.1	87	-12	0	22	-2	25
55	COc1cc(Cn2c(N)c(C(=O)NCc3ccco3)c3nc4ccccc4nc32)cc(OC)c1OC	3	-5	4.5	110	-15	-15	9	-1	14
56	CN(C)CCN(CC1CCCN(Cc2ccccc2F)C1)C(=O)Cc1ccccc1F (stereo not given)	5	7	3.1	111	-7	-2	2	-6	24
57	O=C1NC(=S)NC(=O)C1=Cc1ccc(Br)s1	-9	0	0.0	100	-8	-6	5	-7	-52
58	Fc1cccc(C2NCCc3[nH]cnc32)c1 (stereo not given)	-3	4	-0.9	116	-1	-4	5	-4	6
59	COC(=O)C1=C(N)OC(C)=C(C(C)=O)C12C(=O)N(C)c1ccccc12 (stereo not given)	4	-2	-0.1	100	3	3	5	2	10
60	Cc1[nH]nc2ccc(-c3cncc(OC[C@@H](N)Cc4c[nH]c5ccccc45)c3)cc12	-3	.	10	.	-115	.	3	.	.
61	O=c1c2ccccc2nc(Cc2ccccc2)n1-c1ccccc1	0	.	-1.4	96	8	-9	-2	-7	36
62	CC(C)OP(=O)(OC(C)C)C(O)c1ccccc1F (stereo not given)	2	0	-2.4	100	13	2	0	1	4
63	COc1ccc(OC)c(C(c2c(O)c3ccccc3oc2=O)c2c(C)n(C)n(-c3ccccc3)c2=O)c1 (stereo not given)	4	2	-0.4	100	-2	-9	-3	0	-18

3 structures from above, ordered by formula weight, lowest first:
item	Molecule	IDE cell activ	IDE cell inh	CRFR2-BP ag	MEKK3 PB1 HTS	CRFBP-R2 block	p-CIP stab down	M4 PAM	GalR3 antagonist	PHOSPHO1 block
62	CC(C)OP(=O)(OC(C)C)C(O)c1ccccc1F (stereo not given)	2	0	-2.4	100	13	2	0	1	4
61	O=c1c2ccccc2nc(Cc2ccccc2)n1-c1ccccc1	0	.	-1.4	96	8	-9	-2	-7	36
60	Cc1[nH]nc2ccc(-c3cncc(OC[C@@H](N)Cc4c[nH]c5ccccc45)c3)cc12	-3	.	10	.	-115	.	3	.	.
